From PubChem
Nrf2 block = blocks Nrf2 signaling. 360,000 compounds, 2.1% hits. Potency, µM (highest dose often 46 µM), for the others: at the highest dose activity change, negative = inhibition, usual class: inhibitors. A549 ARE-Fluc reporter, luciferase luminescence, 18-24 h; note: potency is the fitted concentration of half-maximal effect; % is set by controls: 0 for no effect and ±100 for the full control effect; nearly all actives have a fitted effect of over 60% in size
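Quantitative HTS in A549 cells stably bearing an antioxidant response element-firefly luciferase construct. Inhibition of Nrf2-driven transcription was scored by luminescence after 18-24 h of compound exposure at 37 °C.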
TGFb inhibitor = blocks TGF-b signaling. HepG2 CAGA-GFP TGF-b/SMAD3 reporter, GFP fluorescence, 18 h; TGF-beta stimulated, 500 pg/mL final. Potency, µM (highest dose often 46.1 µM), for the others: top-dose activity, negative = inhibition, usual class: inhibitors. 410,000 compounds, 1.2% hits. AID 588855; note: potency is the fitted concentration of half-maximal effect; % is set by controls: 0 for no effect and ±100 for the full control effect; nearly all actives have a fitted effect of over 65% in size
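Read-out: total well GFP (ex488/em500-530) summed from mean per-cell fluorescence. Cells: HEPG2 CAGA-GFP, 1% FBS DMEM, 18 h at 37 degrees C with 500 pg/mL final TGF-beta. Unstimulated wells served as the full-inhibition control; stimulated DMSO wells = 0%.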
EPAC2 antag = blocks human EPAC2 exchange factor | 360,000 compounds, 0.18% hits | AID 720708 | EPAC2 GEF exchange of Rap1B-BODIPY-GDP, fluorescence | Q8WZA2 | Potency, µM (top dose mostly 114 µM), inactives show at the highest dose activity, negative = inhibition, usual class: inhibitors; note: potency is the fitted concentration of half-maximal effect; % is set by controls: 0 for no effect and ±100 for the full control effect; nearly all actives have a fitted effect of over 45% in size; many of its hits are not listed in these tables
Target sequence (Q8WZA2 whole entry, looked up): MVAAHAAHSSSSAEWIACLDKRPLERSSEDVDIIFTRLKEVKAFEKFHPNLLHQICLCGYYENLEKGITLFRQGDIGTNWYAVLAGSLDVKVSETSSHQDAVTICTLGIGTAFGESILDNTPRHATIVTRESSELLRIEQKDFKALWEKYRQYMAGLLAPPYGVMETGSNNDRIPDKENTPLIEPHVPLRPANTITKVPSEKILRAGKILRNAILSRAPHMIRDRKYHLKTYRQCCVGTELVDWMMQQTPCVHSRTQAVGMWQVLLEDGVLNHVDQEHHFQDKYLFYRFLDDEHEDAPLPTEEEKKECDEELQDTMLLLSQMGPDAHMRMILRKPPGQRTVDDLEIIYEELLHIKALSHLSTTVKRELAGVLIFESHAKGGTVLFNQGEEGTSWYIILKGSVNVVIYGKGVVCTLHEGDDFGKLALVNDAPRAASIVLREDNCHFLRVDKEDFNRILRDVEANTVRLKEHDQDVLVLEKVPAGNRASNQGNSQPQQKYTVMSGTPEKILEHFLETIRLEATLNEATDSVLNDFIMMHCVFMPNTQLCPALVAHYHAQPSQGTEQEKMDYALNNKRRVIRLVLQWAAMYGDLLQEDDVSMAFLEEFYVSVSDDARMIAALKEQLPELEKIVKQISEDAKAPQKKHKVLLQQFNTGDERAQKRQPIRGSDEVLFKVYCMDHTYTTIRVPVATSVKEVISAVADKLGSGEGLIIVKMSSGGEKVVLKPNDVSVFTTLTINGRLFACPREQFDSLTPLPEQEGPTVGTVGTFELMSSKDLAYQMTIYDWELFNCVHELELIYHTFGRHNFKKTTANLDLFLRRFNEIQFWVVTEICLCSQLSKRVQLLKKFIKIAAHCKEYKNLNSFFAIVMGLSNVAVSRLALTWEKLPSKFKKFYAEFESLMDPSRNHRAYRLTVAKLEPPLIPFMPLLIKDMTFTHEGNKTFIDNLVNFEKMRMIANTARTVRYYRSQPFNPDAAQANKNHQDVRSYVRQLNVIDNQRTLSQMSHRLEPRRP
MmCpn inh = inhibitors of Methanococcus maripaludis chaperonin (MmCpn); purified Mm-Cpn ATPase, ADP Transcreener TR-FRET; Potency, µM (series often up to 76.9 µM), for inactives: top-dose activity, negative = inhibition, usual class: inhibitors; 330,000 compounds, 0.031% hits; AID 504842; note: potency is the fitted concentration of half-maximal effect; % is set by controls: 0 for no effect and ±100 for the full control effect; nearly all actives have a fitted effect of over 80% in size
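Inhibition of chaperonin ATP hydrolysis is measured as reduced ADP production, detected by competitive TR-FRET in which signal falls with ADP. Final enzyme 25 nM and ATP 10 uM, reacted 30 min at 37°C.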
Nrf2 activator = activates Nrf2 signaling; AREc32 ARE-luciferase reporter (MCF7-derived line), luminescence, 24 h; Potency, µM (titrated, usually from 46.1 µM), without a hit: top-dose activation, actives largely listed as activators; 410,000 compounds, 0.31% hits; AID 624171; note: potency is the fitted concentration of half-maximal effect; % of control where 0% means no effect; nearly all actives have a fitted effect of over 65% in size
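Nrf2 activation is followed as ARE-luciferase induction in the AREc32 line after one day of compound treatment; luminescence is read with Steady-Glo.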
A549 tox = kills or reduces viability of A549 cells in Nrf2 counter-screen; A549 ARE-Fluc cells, CellTiter-Fluor viability, 18-24 h; Potency, µM (titrated, usually from 46 µM), inactives show at the highest dose activity change, negative = cytotoxicity, hits mostly inhibitors; 390,000 compounds, 0.16% hits; AID 504648; note: potency is the fitted concentration of half-maximal effect; % is set by controls: 0 for no effect and ±100 for the full control effect
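A549 ARE_Fluc cells in 5% FBS OPTI-MEM were exposed to compounds in concentration-response for 18-24 h at 37 deg C. Viability was read by CellTiter-Fluor fluorescence (Ex 405/Em 525) after 30 min, before the luciferase read.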
CCT modulator = changes cytosolic chaperonin activity; activity change, % (no concentration beside the values), hits read low; 360,000 compounds, 0.3% hits; AID 651819; purified chaperonin ATPase assay, HTRF ADP detection, 30 min; in the data active = activity change below about -30%; note: % is set by controls: 0 for no effect and ±100 for the full control effect
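Enzyme 40 or 20 nM (batch-dependent) in Tris pH 7.4/KCl/MgCl2/DTT; cpd 76 uM single point; ATP 10 uM; 30 min 37 °C; Transcreener ADP HTRF detection, 30 min RT; ratio 665/615.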
EPAC2 agonist = EPAC2 (human) agonism; Q8WZA2; EPAC2 activation, biochemical qHTS; response scale: 100% = 6.5 mM cAMP response; Potency, µM (doses to about 154 µM), for inactives: at the top dose activation, most hits filed as activators; 360,000 compounds, 0.079% hits; AID 720711; note: potency is the fitted concentration of half-maximal effect; nearly all actives have a fitted effect of over 50% in size
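Each well held 100 nM EPAC2, 250 nM RAP1B-BODIPY-GDP and 50 uM GDP. Fluorescence, read at 5-min intervals to 30 min, was referenced to a 6.5 mM cAMP positive control.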
Akt phos inh = blocks phosphorylation of Akt; Neuro2A IGF-stimulated pAkt S473 HTRF, 20 min; active compounds read low; activity change, % for hits at 50 µM; 360,000 compounds, 0.32% hits; in the data active = activity change below about -80%; inconclusive = mostly about -51% to -80%; note: % is set by controls: 0 for no effect and ±100 for the full control effect
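Neuro2A cells (4,500/well, DMEM with 0.5% FBS) were treated with compound at a single 50 µM final concentration, stimulated with 6 nM IGF for 20 min at 37 °C, and lysed. Phospho-Akt Ser473 was read by HTRF as 665/615 ratio ×10^4.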
Starred values were filed as active, the others as inactive; i = inactive; ? = inconclusive; . = no result given; & = joins results of further samples; [ ] = another dose, or the depositor's remark. Unless noted, calls come from the whole dose curve; as a rule, active = well fitted curve in the direction sought with a large enough effect; inconclusive = small, poorly fitted or top-dose-only effect, or another doubt; inactive = no such curve, though single readings can be large; an effect the other way counts as inactive or inconclusive. A portion of the library (hit frequency here may not be typical).

Values in the order: Nrf2 block	TGFb inhibitor	EPAC2 antag	MmCpn inh	Nrf2 activator	A549 tox	CCT modulator	EPAC2 agonist	Akt phos inh
CC1(C(=O)NCc2ccccc2Br)CCN1C(=O)Cc1ccc(-c2ccccc2)cc1 (centres undefined)
→ .	?	-17%	.	3.5%	.	1.5	8%	i
CCCN(Cc1cc2cc(C)ccc2[nH]c1=O)C(=O)c1cccc(OC)c1
→ ?	7%	-3%	2%	0.6%	-4%	-1.8	12%	i
Cc1sc2nc(SCC(=O)N(CCO)CCO)n(C3CCCCC3)c(=O)c2c1C
→ -20%	?	1%	-4%	0.0%	-5%	2.6	-3%	i
O=C(NCc1ccccc1)C(c1cccs1)N(Cc1cccs1)C(=O)c1cnccn1 (centres undefined)
→ 1%	-6%	-2%[57.1 µM]	2%	-0.1%	0%	-1.0	8%	i
CC1(C)Cc2cccc(OCC(=O)Nc3ccc(S(N)(=O)=O)cc3)c2O1
→ -7%	0%	-23%	1%	-0.3%	-9%	-1.5	10%	i
CCOCCCN1CN(S(=O)(=O)c2ccc(Cl)cc2)c2nc3ccccc3nc21
→ -21%	10%	-11%[57.1 µM]	-3%	3.7%	-8%	-3.4	1%	i
COc1cc(NC(=O)c2cc3c(=O)oc4ccc(C)cc4c3s2)cc(OC)c1OC
→ 4%	-14%	.	.	-0.8%	-3%	.	.	.
Cc1c(C(=O)NC(=S)Nc2ccccc2N2CCCC2)cccc1[N+](=O)[O-]
→ 6%	-21%	-8%	-1%	7.4%	-9%	-1.3	0%	i
Nn1c(SCC(=O)Nc2ccccc2C(F)(F)F)nncc1=O
→ -3%	1%	-8%	0%	-0.8%	-1%	-0.5	-4%	i
CCNc1nc(NC(C)C)nc(N(C#N)C(C)C(=O)N(CC)CC)n1 (centres undefined)
→ -25%	-6%	5%	1%	0.5%	0%	0.5	3%	i
O=C(c1cnccn1)N(Cc1cccs1)C1(C(=O)NC2CCCCC2)CCCCC1
→ 1%	0%	17%	-3%	4.9%	18%	3.1	1%	i
Cc1cc(C)cc(OCC(=O)NNC(=O)c2cc3ccccc3oc2=O)c1
→ -30%	24%	-2%	0%	-0.3%	-3%	-3.2	-12%	i
COc1ccc(NC(=O)c2ccc(NC(=O)C3COc4ccccc4O3)cc2)c(OC)c1 (centres undefined)
→ 0%	5%	1%	.	0.3%	0%	1.1	9%	i
CCOc1ccc(NC(=O)CN(C)S(=O)(=O)c2cccs2)cc1
→ ?	8%	-4%	-1%	3.7%	9%	-6.5	-11%	i
CC(C)(C)CN1CCNC(=O)C1CC(=O)NCCc1ccccc1F (centres undefined)
→ 15%	14%	0%	3%	3.2%	-3%	-2.7	-1%	i

Filtered by structure: the entries above containing a halogen.
Values in the order: Nrf2 block	TGFb inhibitor	EPAC2 antag	MmCpn inh	Nrf2 activator	A549 tox	CCT modulator	EPAC2 agonist	Akt phos inh
CC1(C(=O)NCc2ccccc2Br)CCN1C(=O)Cc1ccc(-c2ccccc2)cc1 (centres undefined)
→ .	?	-17%	.	3.5%	.	1.5	8%	i
CCOCCCN1CN(S(=O)(=O)c2ccc(Cl)cc2)c2nc3ccccc3nc21
→ -21%	10%	-11%[57.1 µM]	-3%	3.7%	-8%	-3.4	1%	i
Nn1c(SCC(=O)Nc2ccccc2C(F)(F)F)nncc1=O
→ -3%	1%	-8%	0%	-0.8%	-1%	-0.5	-4%	i
CC(C)(C)CN1CCNC(=O)C1CC(=O)NCCc1ccccc1F (centres undefined)
→ 15%	14%	0%	3%	3.2%	-3%	-2.7	-1%	i

Other results
Values in the order: Nrf2 block	TGFb inhibitor	EPAC2 antag	MmCpn inh	Nrf2 activator	A549 tox	CCT modulator	EPAC2 agonist	Akt phos inh
CC(=O)NCc1nc2ccccc2n1Cc1ccccc1C
→ 1%	2%	2%	0%	0.7%	1%	1.1	8%	i
CC(=O)Nc1cc2c(cc1Cl)Cc1cc(Cl)ccc1-2
→ 1%	0%	8%	.	13%	2%	-1.1	7%	i
CCNC(=O)C1(C)CCCN(Cc2ccc(Oc3ccccc3)cc2)C1 (centres undefined)
→ .	-5%	-11%	.	4.3%	.	-1.2	3%	i
CCOC(=O)N1CCOCCOCCN(C(=O)OCC)CCOCC1
→ .	11%	-2%	1%	-2.3%	1%	-3.4	-5%	i
Cc1ccc(Nc2c(-c3ccsc3)nc3cccc(C)n23)cc1
→ ?	-30%	.	.	7.3%	2%&-15%	.	.	.
O=c1c2c(nc3c(-c4cccc(Br)c4)c[nH]n13)CCCC2
→ -6%	25%	-18%	1%	-0.5%	6%	-2.6	2%	i
COc1ccc(C(=O)C[n+]2ccc3c(c2)nnn3-c2ccccc2)cc1
→ 11%	-29%	5%	-4%	0.2%	8%	2.8	8%	i
O=C(/C=C/c1ccc(Cl)cc1Cl)N1CCc2ccccc21
→ ?	?	4%	-3%	6.2%	2%	1.7	2%	i
Cc1cc(C(=O)O)ccc1[N+](=O)[O-]
→ 1%	-3%	-17%	0%	-0.1%	2%	0.4	13%	.
COc1cc(O)ccc1/C=N/NC(=O)c1ccc([N+](=O)[O-])cc1
→ 2%	-2%	-3%	4%	0.6%	5%	-2.1	-3%	i
O=C1[C@H](Cc2ccccc2)NCCCC[C@@H](c2ccc(Cl)cc2)N1Cc1ccc(Cl)cc1
→ 16%	?	-25%	.	-0.9%	2%	0.2	10%	i
COc1ccc(C2CC(c3cccs3)=NN2C(=O)CCl)cc1OC (centres undefined)
→ ?	10µM*	?	-5%	-1.4%	?	-1.1	25%	i
CCC(=O)c1c[nH]c(C(=O)NCc2cccc(C(F)(F)F)c2)c1
→ 1%	7%	4%	-1%	2.6%	2%	0.7	6%	i
CC(=O)N1CCC(C(=O)OCc2ccccc2F)(c2ccccc2)CC1
→ -8%	4%	?	0%	2.0%	6%	1.2	0%	i
COc1cc(/C=N/n2cnnc2-n2nc(C)cc2C)cc([N+](=O)[O-])c1O
→ -1%	-3%	-9%	0%	-0.7%	-9%	-4.0	0%	i
COC(=O)CCC[C@H]1CC2(C[C@H](CCCO[Si](C)(C)C(C)(C)C)N1C(=O)OC(C)(C)C)OCCO2
→ -1%	-2%	-23%	1%	-0.2%	-2%	-0.4	-11%	i
O=C(NCCC1=CCCCC1)c1ccc(Cl)c(S(=O)(=O)Nc2ccccc2)c1
→ ?	13µM*	-2%	-1%	0.1%	-19%	0.4	23%	i
O=c1cc(CN2CC(O)Cc3ccc4ccccc4c32)nc2sccn12 (centres undefined)
→ -7%	10%	5%	-1%	0.2%	7%	-4.9	-4%	i
Cc1ccc(Nc2nnc(SCC(=O)NCc3ccco3)s2)cc1
→ 2%	20%	6%	-10%	19%	-1%	-0.4	1%	i
O=C(NCC1CCCCC1)c1csc([C@@H]2O[C@H](CO)[C@H](O)[C@H](O)[C@H]2O)n1
→ .	14%	-2%	.	0.3%[9.22 µM]	.	0.8	9%	i
COc1ccc(NC2CCCN(C(=O)COc3ccc(Cl)cc3C)C2)cc1OC (centres undefined)
→ ?	-23%	-2%	-3%	3.7%	-12%	0.5	22%	i
CCOC(=O)c1sc(Nc2ccc(OCC)cc2)nc1C
→ -10%	-2%	4%	-8%	?	-1%	-1.4	-3%	i
COC(=O)c1ccc(NC(=O)CN2C(=O)CC(c3ccccc3)Sc3ccccc32)cc1 (centres undefined)
→ 13%	14%	.	.	-1.9%	-5%	.	.	.
Cc1ccc(NC(=O)Cn2cnc3c(OCc4ccccc4)ncnc32)cc1C
→ -4%	1%	-8%	-2%	-0.6%	-4%	-0.2	-1%	i
O=c1c(Cc2c(F)cccc2Cl)c(O)ccn1CCCN1CCOCC1
→ -20%	11%	6%	-2%	-0.3%	-3%	3.3	3%	i

Exported field by field: 2 of the compounds above
> O=C(NCCC1=CCCCC1)c1ccc(Cl)c(S(=O)(=O)Nc2ccccc2)c1
- Nrf2 block: ?
- TGFb inhibitor: 13µM*
- EPAC2 antag: -2%
- MmCpn inh: -1%
- Nrf2 activator: 0.1%
- A549 tox: -19%
- CCT modulator: 0.4
- EPAC2 agonist: 23%
- Akt phos inh: i
> COC(=O)c1ccc(NC(=O)CN2C(=O)CC(c3ccccc3)Sc3ccccc32)cc1 (centres undefined)
- Nrf2 block: 13%
- TGFb inhibitor: 14%
- EPAC2 antag: .
- MmCpn inh: .
- Nrf2 activator: -1.9%
- A549 tox: -5%
- CCT modulator: .
- EPAC2 agonist: .
- Akt phos inh: .

Records listed so far printed as active in TGFb inhibitor:
structure,Nrf2 block,TGFb inhibitor,EPAC2 antag,MmCpn inh,Nrf2 activator,CCT modulator,EPAC2 agonist,Akt phos inh
COc1ccc(C2CC(c3cccs3)=NN2C(=O)CCl)cc1OC (centres undefined),?,10µM*,?,-5%,-1.4%,-1.1,25%,i
O=C(NCCC1=CCCCC1)c1ccc(Cl)c(S(=O)(=O)Nc2ccccc2)c1,?,13µM*,-2%,-1%,0.1%,0.4,23%,i
